ASAP1 inh = inhibitors of human ASAP1 ArfGAP activity, primary screen, biochemical, fluorescence polarization; Arf-GAP with SH3 domain, ANK repeat and PH domain-containing protein 1 (Homo sapiens), …; 360,000 tested, 0.19% active; ASAP1-stimulated ARF1 GTP hydrolysis, GDP FP detection; inhibition, % at 16.5 µM; AID 624377, 2012; in the data active means inhibition above about 25%;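 further: 0% = vehicle with enzyme and substrate and 100% = no enzyme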
Target sequence (Q9ULH1 325-724 limits assumed): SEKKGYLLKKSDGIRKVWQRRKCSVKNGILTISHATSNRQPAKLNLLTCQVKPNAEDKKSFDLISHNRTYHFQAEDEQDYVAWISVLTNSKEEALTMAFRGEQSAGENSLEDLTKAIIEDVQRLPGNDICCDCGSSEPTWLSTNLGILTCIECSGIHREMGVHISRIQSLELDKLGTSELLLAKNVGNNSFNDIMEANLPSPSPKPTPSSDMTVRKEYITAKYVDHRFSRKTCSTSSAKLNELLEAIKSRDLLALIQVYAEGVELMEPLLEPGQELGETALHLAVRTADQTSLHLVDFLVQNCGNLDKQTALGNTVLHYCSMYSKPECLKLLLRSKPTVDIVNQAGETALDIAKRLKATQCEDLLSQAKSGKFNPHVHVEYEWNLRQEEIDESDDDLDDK
PLC-gamma1 inh = PLC-gamma1 enzyme inhibitors, primary screen, biochemical, fluorescence, purified enzyme | 1-phosphatidylinositol 4,5-bisphosphate phosphodiesterase gamma-1 (Homo sapiens), P19174 | fluorogenic substrate | inhibition, % at 12.2 µM | 370,000 tested, 0.84% active | AID 720700, 2013; in the data active means inhibition above about 9.5%
HGIII-sPLA2 inh = human group III sPLA2 inhibitors, primary screen, biochemical, QFRET, BODIPY PC-A2 liposome substrate. QFRET BODIPY PC-A2 liposome hydrolysis, fluorescence. Group 3 secretory phospholipase A2 (Homo sapiens), Q9NZ20. AID 743126, 2013. inhibition, % at 12.2 µM. 370,000 tested, 0.56% active;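 active means inhibition above mean plus 3 SD of compounds lying within the high and low control bounds, cut at about 19% in these data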;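 further: 0% = median of test compound wells and 100% = no enzyme DMSO wells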
Target sequence (Q9NZ20 whole entry, looked up): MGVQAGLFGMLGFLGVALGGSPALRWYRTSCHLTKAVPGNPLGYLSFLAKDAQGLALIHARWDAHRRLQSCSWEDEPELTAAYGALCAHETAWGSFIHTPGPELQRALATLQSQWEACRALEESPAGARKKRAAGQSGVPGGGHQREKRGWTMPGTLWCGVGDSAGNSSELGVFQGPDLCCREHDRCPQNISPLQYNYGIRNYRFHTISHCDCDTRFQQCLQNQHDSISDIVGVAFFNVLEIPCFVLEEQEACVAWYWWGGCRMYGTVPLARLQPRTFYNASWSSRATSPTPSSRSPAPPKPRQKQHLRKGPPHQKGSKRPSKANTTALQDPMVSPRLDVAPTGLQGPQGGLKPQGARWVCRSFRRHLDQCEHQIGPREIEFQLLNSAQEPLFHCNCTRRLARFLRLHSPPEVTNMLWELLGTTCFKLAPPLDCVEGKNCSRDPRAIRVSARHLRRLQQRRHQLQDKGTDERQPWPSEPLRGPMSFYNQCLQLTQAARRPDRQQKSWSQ
Tn6 DDE FP = inhibitors of Tn6 peptide binding to fibrin DD(E), primary screen, biochemical, fluorescence polarization, human fibrin, Tn6 probe | Fibrinogen beta chain (Homo sapiens), P02675 | Fibrin DD(E) TRITC-Tn6 fluorescence polarization displacement | inhibition, % at 8.3 µM | 370,000 tested, 0.21% active | AID 720509, 2013;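 active means inhibition above a per-campaign cutoff: mean of compounds within control limits plus 3 SD, cut at about 15% in these data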;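 further: 0% = median of all compound wells on the plate and 100% = blocking peptide control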
ARFGAP1 inhibitor = inhibitors of rat ARFGAP1 GAP activity, primary screen, biochemical, fluorescence polarization, GDP tracer; 360,000 tested, 0.26% active; Arfgap1-stimulated ARF1 GTP hydrolysis, GDP FP detection; AID 651572, 2012; inhibition, % at 16.5 µM; ADP-ribosylation factor GTPase-activating protein 1 (Rattus norvegicus), Q62848;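 active means inhibition above a per-plate limit, mean inhibition of low control wells plus 3 SD, cut at about 25% in these data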;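 further: 0% = DMSO wells with enzyme and 100% = wells lacking Arfgap1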
Target sequence (Q62848 1-136 limits assumed): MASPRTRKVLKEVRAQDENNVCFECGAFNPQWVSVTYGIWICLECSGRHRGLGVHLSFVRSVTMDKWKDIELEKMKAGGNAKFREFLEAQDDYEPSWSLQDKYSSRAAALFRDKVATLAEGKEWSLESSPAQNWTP
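system = rat Arfgap1 catalytic domain, aa 1-136 | technique = FP, GDP Alexa 633 tracer displaced from anti-GDP antibody, 620/688 nm | compound = one concentration, 16.5 µM, DMSO 1.26% | medium = HEPES-based buffer, pH 7.5 | timing = compound-enzyme preincubation 20 min, reaction 120 min, detection 60 min, 25 °C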
proKLK7 act = proKLK7 zymogen activators, primary screen, biochemical, fluorescence intensity | 370,000 tested, 0.9% active | activation, % at 7 µM | purified proKLK7, EDANS-DABCYL substrate fluorescence; 100% is mature enzyme control, 0% vehicle;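 active means activation above the mean of all tested compounds plus 3 SD, computed per campaign excluding outliers beyond control limits, cut at about 13% in these data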
PLC-beta3 inh = human PLC-beta3 inhibitors, primary screen, biochemical, fluorescence; inhibition, % at 12.2 µM; 370,000 tested, 0.18% active; Purified PLC-beta3, fluorogenic substrate; AID 720704, 2013; 1-phosphatidylinositol 4,5-bisphosphate phosphodiesterase beta-3 (Homo sapiens), Q01970; in the data active means inhibition above about 11%;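 further: 0% = median of compound wells on plate and 100% = full blocker control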
NR1D1 modulator = modulators of Rev-erb alpha DNA binding, primary screen, biochemical, FITC-DNA, fluorescence polarization, uHTS | AID 1259318, 2017 | Rev-erbα–FITC-DNA binding, 90 min | Nuclear receptor subfamily 1 group D member 1 (Homo sapiens), P20393 | 370,000 tested, 0.79% active | activity, % at 10 µM;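 active means activity above about 14%, limit read from the data; passing the limit was not always enough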;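 further: 0% = DMSO wells with 35 nM protein and 100% = DMSO wells with 750 nM protein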
UHRF1 binding = UHRF1 methylated DNA binding inhibitors, primary screen, counter-screen for MBD2 inhibitor project, biochemical, TR-FRET, human UHRF1, single concentration | E3 ubiquitin-protein ligase UHRF1 (Homo sapiens), Q96T88 | UHRF1 binding to methylated oligo | inhibition, % at 4.4 µM | 370,000 tested, 0.75% active; in the data active means inhibition above about 21%;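 further: UHRF1 SRA domain binding a hemimethylated CpG hairpin DNA probe; 0% = median of test compound wells and 100% = reference inhibitor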
DDE Tn7 FP inh = inhibitors of Tn7 peptide binding to fibrin DD(E), primary screen, biochemical, fluorescence polarization, human fibrin, Tn7 probe; Fibrinogen beta chain (Homo sapiens), P02675; FP displacement of FITC-Tn7 peptide from fibrin DD(E); 0% = median of compound wells per plate; inhibition, % at 8.3 µM; 370,000 tested, 0.13% active;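 active means inhibition above the mean of compounds falling within the control limits plus 3 SD of them, cut at about 14% in these data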;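 further: 0% = plate median of compound wells and 100% = 10 µM Aha-Tn7 peptide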
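assay system = human clot-derived fibrin DD(E) complex | quantity = Fibrin-DD(E) at 2 µM final | timing = 10 min preincubation, 3 h with tracer, room temperature | signal = fluorescence polarization | measure = percent inhibition | benchmarks = high control wells with 10 µM unlabelled Aha-Tn7 peptide (full inhibition) | replicates = singlicate testing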
* hit, by the source's call; x = no result given.

SMILES	ASAP1 inh	PLC-gamma1 inh	HGIII-sPLA2 inh	Tn6 DDE FP	ARFGAP1 inhibitor	proKLK7 act	PLC-beta3 inh	NR1D1 modulator	UHRF1 binding	DDE Tn7 FP inh
Cc1ccc(CN2CCN(Cc3ccc(O)cc3)CC2CCO)o1 (configuration not stated)	-3	1	-2	-6	9	0.0	4	-3	0	-4
CC(=O)c1ccc2c3c(ccc([N+](=O)[O-])c13)CC2	-13	2	8	-7	5	-0.9	-3	-7	9	2
CC(C)c1nccn1S(=O)(=O)c1cc(Cl)ccc1Cl	-5	0	-2	4	-5	0.0	-1	1	0	5
COc1ccc(NS(=O)(=O)c2cccc(C(=O)N3CCCCCC3)c2)cc1	1	1	-5	2	10	-1.5	-7	-5	0	1
CCC(=O)Nc1c(C#N)c2nc3ccccc3nc2n1-c1ccc(C)cc1	-10	-251	1	3	-2	-64	-375	1	-7	-4
NNC(=O)c1cnn(Cc2ccccc2)c1N	-20	-4	-3	-5	-17	-0.7	0	-5	-2	5
CCOc1ccc(-c2cnc3n2CCCCC3)cc1	5	0	2	6	10	-0.7	1	0	-1	-1
CN(CC(=O)Nc1ccc(C(N)=O)cc1)CC(=O)Nc1ccccc1Br	7	1	-1	7	-7	-0.2	-8	3	7	1
CN(CCOc1ccc(Cl)cc1)C(=O)c1ccccc1SCC(=O)N1CCCC1	5	1	-3	-1	2	0.0	-6	5	-1	2
O=C(Nc1cc(C(F)(F)F)ccc1Cl)C(=O)N1CCCCC1	1	3	13	-6	5	-0.3	0	-1	2	0
COc1cc(-c2cc[n+](C)cc2)ccc1O	14	-3	9	7	-7	1.2	-1	-5	-3	4
CN(C)S(=O)(=O)c1ccc(NC(=O)COc2cccc3c2OC(C)(C)C3)cc1	3	0	-6	2	-3	-0.3	1	-1	1	7
Cc1ccc(SCC(=O)Nc2cccc(-c3nnc(-c4ccco4)o3)c2)cc1	-9	-8	-2	-8	-1	0.0	6	-1	-3	-6
Cn1cccc1Cc1nnc(SCC(=O)Nc2ccc(F)cc2F)n1-c1ccc(F)cc1	9	-2	-31	-1	5	0.4	1	-4	-2	1
CC(C)NC(=O)C1CCN(C2CCN(CC3CC=CCC3)CC2)CC1 (configuration not stated)	7	5	0	2	-2	-0.6	4	2	1	0
CCCNC(=O)C1(C)CCN(C(=O)c2cccc(C#N)c2)C1 (configuration not stated)	-7	4	10	-2	5	0.1	7	8	-1	3
CCOC(=O)C1=NNC2(CC(=O)N(c3cc(C)cc(C)c3)C2=O)C1 (configuration not stated)	-5	2	1	2	-9	-0.3	-5	6	0	-4
Cc1cccc(Cn2c(N3CCN(c4ccccc4)CC3)nc3c2c(=O)n(C)c(=O)n3C)c1	2	2	2	0	11	1.0	6	2	24*	-2
CC(C)N1CCCCC(NC(=O)c2cccs2)C1=O (configuration not stated)	x	2	16	6	x	-0.4	1	-1	5	7
Cc1ccc(S(=O)(=O)NC(=O)C2(C)CCN2C(=O)c2ccccc2CCc2ccccc2)cc1 (configuration not stated)	-7	-2	-16	-6	-8	0.1	-2	-1	1	-3
CC1(C)Cc2ccccc2C(Nn2cnnc2)=N1	-6	-2	2	0	-7	-0.1	0	2	-1	-1
O=C(CCNS(=O)(=O)c1ccc(Br)cc1)NNC(=O)C1COc2ccccc2O1 (configuration not stated)	-1	0	-15	-2	1	0.0	-6	0	2	4
COc1ccc(OC)c(/C=N/NC(=O)c2csc3ccccc23)c1	9	-142	-2	4	6	-5.3	-163	-2	-3	-5
Cc1ccc(-n2nc3ccc(NC(=S)NC(=O)/C=C/c4ccco4)cc3n2)cc1	-8	-74	2	9	8	7.0	-91	-10	0	-13
O=C1NCCN(Cc2cccc(Oc3ccccc3)c2)C1CC(=O)N1CCCCC1 (configuration not stated)	14	-48	-10	6	-8	1.6	-47	8	0	-5
COc1ccc(CCNC(=O)CN2CCN(Cc3ccccc3F)C2=O)cc1OC	-2	3	-4	-5	-4	0.0	-1	9	-1	-6
Cc1[nH]nc(SCC(=O)NC2CCCCC2)c1[N+](=O)[O-]	2	1	4	4	-6	-0.3	2	3	0	-6
Cc1ccc(C2CCN(C(=S)Nc3cccc(C)c3)C2)cc1 (configuration not stated)	4	6	9	7	7	0.4	-2	3	-3	1
CCOCC(=O)Nc1ccc(S(=O)(=O)Nc2ncccn2)cc1	4	0	7	-2	1	0.0	-1	1	5	1
O=C(Cc1ccccc1[N+](=O)[O-])Nc1cccc(S(=O)(=O)NC2=NCCCCC2)c1	-19	-1	1	7	-13	0.4	-1	5	-1	4
O=C(Nc1ccccc1C(=O)Nc1nccs1)c1ccccc1	1	-30	-15	15	1	0.5	-38	5	-1	3
Cn1ncc(N2CCN(C(=O)c3ccc(Cl)cc3)CC2)c(Cl)c1=O	-1	0	6	9	4	0.8	-7	0	-1	5
CC(=O)c1ccc(NC(=O)CSc2ccc(-c3sc(C)nc3C)nn2)cc1	6	-2	-2	2	5	-0.5	-2	0	-1	-2
COc1ccc(CN(C#N)c2nc(SC)nc(N(C)C)n2)cc1	0	-1	-5	-4	-4	0.4	-4	-5	0	2
O=C(O)c1ccc(-c2sc(Nc3ccccc3)n[n+]2-c2ccccc2)cc1	-8	2	4	5	6	0.6	3	0	1	7
Cc1cccc(-c2cccc3c4c([nH]c23)[C@@H]2C[C@H](N(C)C(=O)c3cccc(Cl)c3)[C@H]([C@H](C)O)CN2CC4)c1	x	-39	10	7	x	0.2	-60	-2	4	0
CC(C)(C)NC(=O)C(c1ccco1)N(C(=O)c1ccc(CN2CCOCC2)o1)c1ccccc1 (configuration not stated)	16	2	1	14	-11	0.6	-16	1	-3	4
COCCN(CCOC)S(=O)(=O)c1ccc(/C(O)=C(\C#N)c2nc3ccccc3[nH]2)cc1	-1	-13	-11	5	1	-0.1	-23	-7	1	-3
CCc1nnc(SCC(=O)N2CCCc3ccccc32)nc1CC	-11	3	2	4	4	0.1	1	-2	3	9
CCC1CCCCN1C(=O)N[C@@H](Cc1ccccc1)C(=O)O (some centres not stated)	0	1	-1	5	-2	-0.1	3	1	1	5

A draw from above in order of molecular weight, low to high.
SMILES	ASAP1 inh	PLC-gamma1 inh	HGIII-sPLA2 inh	Tn6 DDE FP	ARFGAP1 inhibitor	proKLK7 act	PLC-beta3 inh	NR1D1 modulator	UHRF1 binding	DDE Tn7 FP inh
CCc1nnc(SCC(=O)N2CCCc3ccccc32)nc1CC	-11	3	2	4	4	0.1	1	-2	3	9
Cn1ncc(N2CCN(C(=O)c3ccc(Cl)cc3)CC2)c(Cl)c1=O	-1	0	6	9	4	0.8	-7	0	-1	5
O=C(O)c1ccc(-c2sc(Nc3ccccc3)n[n+]2-c2ccccc2)cc1	-8	2	4	5	6	0.6	3	0	1	7

Continued:
SMILES	ASAP1 inh	PLC-gamma1 inh	HGIII-sPLA2 inh	Tn6 DDE FP	ARFGAP1 inhibitor	proKLK7 act	PLC-beta3 inh	NR1D1 modulator	UHRF1 binding	DDE Tn7 FP inh
CN(C(=O)COC(=O)c1ccc(-c2ccc(O)cc2)cc1)C1CCS(=O)(=O)C1 (configuration not stated)	14	-20	1	2	14	-1.9	-34	-3	-2	-4
COC(=O)c1cnc(N2CCOCC2)nc1C(F)(F)F	-4	2	14	-2	-2	0.1	-5	-6	4	-3
c1ccc(OCc2nc(-c3ccccc3)no2)cc1	0	0	-1	-6	-1	-0.6	-1	4	1	1
N#CCSc1nnc(Cc2cccc3ccccc23)n1C1CCCCC1	16	2	-13	1	7	0.2	-2	6	-3	0
CCOC(=O)/C(C#N)=C/c1cn(CCC(=O)O)nc1-c1ccc(F)cc1	0	-16	3	4	12	-0.4	-22	3	0	-7
Cc1ccc(Nc2c([N+](=O)[O-])cc(C(=O)N3CC(=O)Nc4ccccc43)cc2[N+](=O)[O-])c(C)c1	-3	2	16	-4	11	0.1	1	4	-1	7
CCCCOC(=O)CNc1n[nH]c(=S)[nH]c1=O	10	1	0	11	-6	0.5	4	-1	-2	2
COc1ccc(NS(=O)(=O)c2cc(NC(=O)c3cncc(Br)c3)ccc2OC)cc1	0	0	-7	0	18	-0.3	-6	-1	-1	0
CCOC(=O)C1=CC[C@@H](c2ccccc2)N(S(=O)(=O)c2ccc(C)cc2)[C@H]1c1ccc(C#N)cc1	5	1	-10	1	-1	-0.1	1	-6	16	1
CCC(=O)Nc1cccc(NC(=O)c2ccc(C)c([N+](=O)[O-])c2)c1	10	2	1	6	3	-0.4	5	3	1	-4
Cc1ccc(Cl)cc1N1CCN(C(=O)C2CCC(=O)N(C3CCCCCC3)C2)CC1 (configuration not stated)	-9	0	-6	3	-9	0.3	-3	4	2	-4
O=C(N/N=C/c1cc(Br)c(Br)o1)c1cc2ccccc2o1	13	-40	-10	4	8	-0.5	-71	-9	-2	4
N#Cc1c(-c2ccccc2)c(-c2ccccc2)nn(CC(=O)NNC(=O)Nc2ccc(Cl)c(Cl)c2)c1=O	6	-5	-23	-5	5	2.0	-1	0	-6	-1
COc1cc(O)c(C(C)=O)c2c1C=CC(C)(C)O2	10	2	-1	-4	-1	-0.9	3	0	1	2
Cc1c(NC(=O)c2ccc3c(c2)C(=O)N(CC2CCCO2)C3=O)cccc1C(=O)O (configuration not stated)	16	0	1	2	4	-0.1	0	2	0	-5
CCc1ccc2[nH]c(=O)c(CN(CCO)C(=O)NCc3ccccc3)cc2c1	2	-2	-10	3	0	0.0	-2	3	-2	-3
C/C(=N/NC(=O)CNC(=O)c1ccncc1)c1ccc(Cl)cc1	4	1	2	-7	0	0.1	-7	9	-3	2
C/C(=N\Nc1nc(C(C)(C)C)cs1)c1ccccc1	6	-3	-1	-1	-6	0.0	-7	2	-3	-2
CCSc1nnc(C)c(=O)n1COC(=O)c1ccc(S(=O)(=O)N2CCCC2)cc1	0	2	1	-10	-5	0.2	7	1	2	6
COc1ccc(CCNC(=S)Nc2ccc(OC)cc2)cc1	15	0	10	-4	1	0.3	2	-5	-1	-3
Cc1cc(-c2nnc(SCC(=O)Nc3cccc(C)c3C)n2N)n[nH]1	8	-1	1	-2	0	-0.4	-6	-4	0	0

Screens: PubChem BioAssay, several laboratories
